# Source: PubChem BioAssay (The Scripps Research Institute Molecular Screening Center)
# FBW7 act = human FBW7 E3 ligase activation, primary screen; hit rate 0.13% among 650,000; normalized activity (activation), % at 26.1 µM; Q969H0; AlphaScreen FBW7–phospho-cyclin E peptide binding, activator screen; in the data active means normalized activity above about 1.9%;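 further: purified mutant Fbw7 with reduced substrate affinity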
# TEAD-YAP inh = TEAD-YAP interaction inhibition. HEK-TIYL cells, TEAD-Gal4/YAP UAS-luciferase luminescence. inhibition, % at 9.12 µM. hit rate 1.4% among 640,000. AID 1259422; in the data active means inhibition above about 32%;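 further: 0% = median of test compound wells and 100% = reference inhibitor wells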
# GPR151 activ = activates the human receptor GPR151. activation, % at 11.2 µM. Q8TDV0. PathHunter beta-arrestin GPR151 cells, luminescence. hit rate 1% among 650,000; in the data active means activation above about 4.9%;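 further: 0% = median of compound wells and 100% = cells with positive control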
# Target sequence (Q8TDV0 whole entry, looked up): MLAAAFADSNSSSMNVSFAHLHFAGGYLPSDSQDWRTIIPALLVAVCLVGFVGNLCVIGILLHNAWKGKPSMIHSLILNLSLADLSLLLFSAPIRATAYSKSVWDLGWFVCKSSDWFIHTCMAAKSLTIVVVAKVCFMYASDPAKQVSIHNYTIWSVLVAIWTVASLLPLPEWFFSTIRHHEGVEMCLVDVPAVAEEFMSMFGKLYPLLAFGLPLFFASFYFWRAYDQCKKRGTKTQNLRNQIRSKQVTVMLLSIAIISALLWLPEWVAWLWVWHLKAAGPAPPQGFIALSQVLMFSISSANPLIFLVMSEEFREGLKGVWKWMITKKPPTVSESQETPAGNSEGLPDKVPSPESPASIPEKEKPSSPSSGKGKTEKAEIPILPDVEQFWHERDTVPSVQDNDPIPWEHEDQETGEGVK
# MITF inh = human MITF inhibition, primary screen. hit rate 0.91% among 650,000. AlphaScreen MITF homodimerization, bead proximity signal. O75030. inhibition, % at 2.6 µM. AID 1259374; in the data active means inhibition above about 50%;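 further: 0% = vehicle wells with protein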
# Target sequence (O75030 whole entry, looked up): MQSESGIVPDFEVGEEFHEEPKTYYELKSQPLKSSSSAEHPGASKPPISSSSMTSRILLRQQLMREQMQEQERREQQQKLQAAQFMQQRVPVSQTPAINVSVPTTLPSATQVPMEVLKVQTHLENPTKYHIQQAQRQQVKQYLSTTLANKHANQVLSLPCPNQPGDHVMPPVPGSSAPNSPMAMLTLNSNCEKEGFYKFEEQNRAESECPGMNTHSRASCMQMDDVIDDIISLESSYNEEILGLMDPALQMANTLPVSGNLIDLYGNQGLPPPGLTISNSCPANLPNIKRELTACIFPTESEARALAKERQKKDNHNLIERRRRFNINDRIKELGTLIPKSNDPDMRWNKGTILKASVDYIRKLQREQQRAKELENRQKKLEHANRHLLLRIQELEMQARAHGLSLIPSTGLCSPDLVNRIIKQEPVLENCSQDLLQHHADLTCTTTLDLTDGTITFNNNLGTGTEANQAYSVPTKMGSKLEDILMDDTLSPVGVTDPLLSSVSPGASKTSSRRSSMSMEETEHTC
# Numbers without * were called inactive; & = joins results of further samples.
SMILES,FBW7 act,TEAD-YAP inh,GPR151 activ,MITF inh
C=CCNC(=O)CCc1nc(-c2ccccc2OC)no1,0.1,0,-0.4,-3
CCOC(=O)C1(CCc2ccccc2)CCN(C(=O)CCn2ccnc2C)CC1,0.2,-1,0.2,10
Cc1cnc(Nc2cccc(N(C)C)c2)nc1NCCN1CCOCC1,-0.1,9,-1.7,-2
CCOC(=O)c1cnn(-c2ccccc2Cl)c1CN(C)Cc1ncc(C)[nH]1,0.2,8,0.1,18
CCOC(=O)N1CCC(NC(=O)c2cccc3c2C(=O)N(c2ccc(OC)cc2)C3)CC1,-0.3,7,-0.7,-232
CCOC(=O)c1ccc(CN(CCc2ccc(OC)c(OC)c2)S(=O)(=O)c2ccc(F)cc2)cc1,-0.1,0,1.8,7
CCOC(=O)c1[nH]c(C)c(CN(Cc2ccco2)C(=O)CCC(=O)O)c1C,0.0,2,-0.2,4
COc1cc(C=O)cc(Br)c1OCC(=O)Nc1ccccc1Cl,-0.1,4,0.0,-6
NC(=O)CSC1=C(SCC(N)=O)SCCCS1,0.0,-1,-1.0,-7
Cc1cccc(OCC(=O)Nc2ncc(Cc3ccc(Cl)cc3)s2)c1,0.5,-18,0.7,0
NC(=O)C1(N2CCCCC2)CCN(C(=S)NC2CCCC2)CC1,0.1,4,1.7,9
Cc1ccc(S(=O)(=O)N2CCN(CC(=O)Nc3ccc(F)cc3)CC2)c(C)c1,0.3,10,0.5,17
CCOc1ccc(C(=O)Nc2cc3nn(-c4ccc(OC)cc4)nc3cc2C)cc1Cl,0.0,-1,1.2,0
COc1ccc(C2=NN(C(=O)CCC(=O)O)C(c3ccc(Br)cc3)C2)cc1 (centres undefined),0.1,-5,-1.8,16
COc1ccc(CCc2nnc(CCC(=O)NC3CCCN(Cc4ccccc4)C3)o2)cc1 (centres undefined),0.1,7,0.0,-9
COc1ccc(C(=O)Nc2sc3c(c2C(=O)Nc2ccccc2)CCC3)cc1[N+](=O)[O-],0.0,10,0.9,4
CCC[C@@H]1C[C@@H](C(=O)N[C@@H]([C@H]2O[C@H](SC)[C@H](O)[C@@H](O)[C@H]2O)[C@H](C)Cl)N(C)C1,0.3&0.0,10,-1.0&-0.2,2&20
CCCN1CNC(=S)N(c2cccc(C)c2)C1,0.3,-8,0.4,3
COc1ccccc1-c1cc2nc(C)c(CCC(=O)NC3CCCC3)c(C)n2n1,0.2,-8,0.5,-14
COc1ccc(-n2nc(C(=O)NCC(=O)Nc3ccc4c(c3)OCO4)c3ccccc3c2=O)cc1Cl,0.0,-5,1.0,11
Cc1cccc(-n2nc3c(c2NC(=O)c2c(F)cccc2Cl)CSC3)c1C,0.0,2,0.9,-1
CC(=O)c1c(C)[nH]c(C(=O)NNC(=O)c2ccc(C)cc2)c1C,-0.1,-3,-1.1,-6
CC1CCCC(NC(=O)COC(=O)c2ccc([N+](=O)[O-])o2)C1C (centres undefined),-0.2,-3,-0.2,4
OC1CCN(c2ncc(-c3ccc(OC(F)(F)F)cc3)cn2)CC1,0.1,-12,0.2,7
CN(C(=O)c1cccnc1)c1ccccc1,-0.1,3,2.2,1

# The results go on.
SMILES,FBW7 act,TEAD-YAP inh,GPR151 activ,MITF inh
CCOC(=O)C1=C(O)/C(=C/c2ccco2)SC1=Nc1ccc(OC)cc1,-0.1,-5,-0.7,6
CN(CCCC(=O)Nc1ncn[nH]1)S(=O)(=O)c1ccccc1,0.0,9,-1.0,25
Cc1c(C)n2c(SCC(=O)N3CCC(C)CC3)nnc2[nH]c1=O,0.0,1,-1.9,3
Cc1ccccc1NC(=O)c1cccc(N2C(=O)c3ccccc3C2=O)c1,-0.1,-4,-0.2,1
CCn1c2ccccc2n2c(=O)n(CC(=O)Nc3ccc4c(c3)OCO4)nc12,1.0,14,5.7*,9
C#CCC(C)OC(=O)C1C(C)CC2(C)CC1C(=O)O2 (centres undefined),-0.2,-3,0.9,2
N#CC1=C(N)Oc2c(sc3ccccc23)C1c1ccc(Br)o1 (centres undefined),0.0,3,0.2,11
O=C(O)CC1S/C(=N\N=C2CCCCCC2)NC1=O (centres undefined),0.1,2,1.7,20
COc1ccc(CCCC(=O)Nc2ccccc2OC)cc1,0.4,-8,1.2,12
COc1cccc(CNC(=O)C(=O)NCC2CCCN2S(=O)(=O)c2ccccc2)c1 (centres undefined),0.0,1,-0.1,7
COc1ccc(CC2(NC(=O)c3ccccc3)N=C3C(C)=CC=CN3C2=O)cc1OC (centres undefined),0.2,3,1.5,5
COc1ccccc1CNC(=O)c1oc2ccc(S(=O)(=O)N3CCCCC3)cc2c1C,0.0,-2,0.8,6
O=C(Nc1ccc(F)c(F)c1)c1cc(S(=O)(=O)NCc2ccc(F)cc2)ccc1F,-0.1,3,0.4,3
CCn1c(=O)c2cc(C(=O)NCc3ccc(OC)cc3)sc2c2ccccc21,0.1,-5,0.2,-18
O=C(CCCc1nc(-c2ccccc2)no1)NCC1CCCO1 (centres undefined),0.4,1,2.5,7
Cc1sc2ncnc(NCC3CCCO3)c2c1C (centres undefined),-0.1,5,0.4,-3
COc1ccc(S(=O)(=O)n2nc(C)cc2C)cc1C,0.0,6,1.2,1
CC12CC(c3ccccc3O1)N(C(=O)c1ccco1)C(=O)N2c1ccccc1 (centres undefined),-0.4,7,0.7,15
c1ccn2cc(CSC3=NCCS3)nc2c1,-0.6,-57,3.0,2
O=C(COC(=O)C(Cc1c[nH]c2ccccc12)NC(=O)c1ccc(Cl)cc1)c1ccccc1 (centres undefined),-0.1,-8,1.3,-1
Cc1cc(N2CCN(c3ncccn3)CC2)nc2ccc(NC(=O)C3CCC(C(C)(C)C)CC3)cc12 (centres undefined),0.7,-26,2.0,0
COc1ccc(-c2nc3c4cnn(-c5ccc(Cl)cc5)c4ncn3n2)cc1,0.1,-11,0.9,-15
O=C(O)c1ccc(NC(=O)c2cccnc2C(=O)O)cc1,0.1,4,0.9,8
Cc1ccccc1N=Cc1c(C)[nH]n(-c2cccc(Cl)c2)c1=O,0.1,-6,0.0,0
N#CC/C(N)=N/c1sc2c(c1C#N)CCCC2,-1.0,8,-0.2,-9

# Pulled by structure from above:
SMILES,FBW7 act,TEAD-YAP inh,GPR151 activ,MITF inh
Cc1sc2ncnc(NCC3CCCO3)c2c1C (centres undefined),-0.1,5,0.4,-3
COc1ccc(CCCC(=O)Nc2ccccc2OC)cc1,0.4,-8,1.2,12
Cc1ccccc1N=Cc1c(C)[nH]n(-c2cccc(Cl)c2)c1=O,0.1,-6,0.0,0

# (continued)
SMILES,FBW7 act,TEAD-YAP inh,GPR151 activ,MITF inh
CCOC(=O)c1cnn(-c2cc(C)c3ccccc3n2)c1N,-0.1,-9,1.4,-6
O=C(c1cccc(C(=O)N(c2ccccc2)c2ccccc2)c1)N(c1ccccc1)c1ccccc1,0.2,5,1.8,9
O=C(CN1CCC(O)(c2ccc3c(c2)OCO3)CC1)NCC1CC1,0.6,4,0.2,0
Cc1ccc(Cn2c(SCC(=O)NCc3ccccc3Cl)nc3ccsc3c2=O)cc1,-0.1,11,-0.3,8
CC(C)CCOC(=O)C(=O)NN(C(=O)Nc1ccccc1)c1ccccc1,0.1,1,1.1,-5
COc1ccc(CN2CCCCC2)cc1OC,0.0,7,-0.3,9
O=C(O)CCNC(=O)CSc1nc(-c2ccccc2)c2cc(Cl)ccc2n1,0.7,5,-0.8,16
Cc1cc(C(=O)N2CCCc3ccccc32)on1,0.1,6,-0.3,11
COc1ccc(OC)c(/C(C)=N/N=C(N)N)c1,-0.2,2,-1.0,-18
Cc1cc(C(=O)Nc2c(F)cc(F)cc2Br)cs1,0.2,10,1.0,23
C/C=C(\C)CN1CCc2c(C(=O)OC)c(OCCc3ccccc3F)cc(=O)n2CC1,-0.1,-6,-0.4,7
Cc1c(C(=O)N2CCOCC2)sc2ncn(CC(=O)Nc3cccc(C(F)(F)F)c3)c(=O)c12,-0.1,2,1.0,-8
Cc1ccc(NC(=O)CSc2nncn2-n2cccc2)cc1,0.5,-3,0.5,19
O=C(Nc1ccccc1)OCN1C(=O)c2ccccc2C1=O,0.0,-4,0.4,-8
CC(C)(C)C1c2[nH]c3ccccc3c2CCN1C(=O)c1ccnc(-n2cnnn2)c1 (centres undefined),-0.2,-6,0.5,4
O=S(=O)(c1ccccc1)N1c2ccccc2-c2ccccc2S1(=O)=O,0.5,9,1.6,7
Cc1ccn2c(-c3csc(Nc4ccc(S(N)(=O)=O)cc4)n3)c(C)nc2c1,0.6,3,-1.5,15
CC(=O)c1cccc(N2C(=O)/C(=C/c3ccc([N+](=O)[O-])cc3)C=C2c2ccccc2)c1,-0.4,-3,3.1,1
COc1cccc(N2C(=O)C(O)=C(C(C)=O)C2c2ccc(F)cc2)c1 (centres undefined),-0.5,-2,-1.2,-11
COc1ccc(S(=O)(=O)NC(CC(=O)NCCc2ccccc2)c2ccco2)cc1 (centres undefined),0.6,-10,-2.0,24
CC(C)(C)c1cc(Br)ccc1OCC(=O)Nc1nc2ccccc2s1,0.1,1,2.1,3
O=C(/C=C/c1ccccc1)Nc1ccc(S(=O)(=O)Nc2nccs2)cc1,-0.2,-9,0.0,-1
COC(=O)c1c(NC2=NS(=O)(=O)c3ccccc32)sc(C)c1-c1ccccc1,0.0,0,-0.5,-14
O=C(CN(C(=O)c1csnn1)c1ccccc1C(F)(F)F)NC1CCCCC1,0.1,3,0.6,-1
COc1cc2cc(C#N)c(SCC(=O)Nc3ccc(C(C)=O)cc3)nc2cc1OC,0.1,3,0.6,41

# Remaining list, next part.
SMILES,FBW7 act,TEAD-YAP inh,GPR151 activ,MITF inh
Cc1ccc(NC(=O)CCS(=O)(=O)c2ccc3c(c2)SCC(=O)N3)cc1,0.2,3,-1.8,7
c1cncc(C(c2nnnn2C2CCCCC2)N2CCCCC2)c1 (centres undefined),0.1,6,-0.2,-3
CC1(C2CCN(Cc3ccc4cccnc4c3)CC2)NC(=O)N(Cc2ccsc2)C1=O (centres undefined),0.1,-10,-0.7,6
Cc1nn(S(=O)(=O)c2ccccc2)c(C)c1S(=O)(=O)N1CCCC1,-0.1,2,0.3,-5
Cc1sc2nc(C)n(Cc3cccc(Br)c3)c(=O)c2c1C,-0.2,1,-1.2,10
CN(C)c1cccc(NC(=O)C(c2ccccc2)c2ccccc2)c1,-0.1,-10,-0.7,8
COc1cc(-c2nc(-c3cccc(C)c3)no2)cc(OC)c1OC,0.1,-18,-0.9,-7
CCN(Cc1ccccc1)C(c1ccccn1)c1nnnn1C(C)(C)CC (centres undefined),0.1,5,0.7,11
NC(=O)c1cc([N+](=O)[O-])ccc1N1CCN(Cc2ccccc2)CC1,0.0,-19,0.0,-2
COc1ccc(CNc2nc(-c3cccnc3)nn2C(C)=O)cc1,0.6,-6,-2.2,9
COc1ccc(C(=O)COC(=O)C2CCN(S(=O)(=O)c3ccc4ccccc4c3)CC2)cc1,0.0,-3,-0.5,1
COc1ccc(C)cc1S(=O)(=O)N1CCN(C(=O)c2ncoc2-c2cccs2)CC1,-0.1,-2,-0.6,7
NC(=O)CSc1nc2sc3c(c2c(=O)n1Cc1ccccc1)CCC3,-0.1,5,2.1,7
COc1ccc(NC(=O)CCCC(=O)OCC(=O)c2ccc(Cl)c([N+](=O)[O-])c2)cc1,0.0,9,0.3,1
NS(=O)(=O)c1ccc(CCNC(=O)c2ccc3c(c2)[nH]c(=S)n2c4ccccc4nc32)cc1,0.0,1,-0.8,1
Cc1ccccc1CC1(CO)CCCN(S(=O)(=O)/C=C/c2ccccc2)C1 (centres undefined),-0.1,5,0.2,23
CCC(C)NC(=O)c1ccc2c(c1)ncn2-c1cc(C)cc(C)c1 (centres undefined),-0.1,7,0.2,4
CC(C)COc1ccc(C(=O)Nc2ccc3oc(-c4ccc(N(C)C)cc4)nc3c2)cc1,-0.1,-11,0.4,0
CC(CO)NC(=O)c1cc2ccccc2oc1=O (centres undefined),-0.1,-11,0.2,-6
CCSc1sc(CC)cc1/C=N/NC(=O)c1ccncc1,-0.2,-3,1.7,-3
Cc1ccc2c(c1)N(C(=O)CCC(=O)N1CCc3ccccc31)CCO2,0.9,-3,-1.1,6
Cc1ccc(NC(=O)c2noc(C(C)C)c2[N+](=O)[O-])cc1,0.2,-19,-2.7,4
CC(=O)N1CCc2c(sc3c2c(=O)n(CCc2ccccc2)c(=O)n3CC(N)=O)C1,0.8,0,2.2,3
CCCCCCCCCCCCCCCCCC(=O)OC(CC(=O)O)C[N+](C)(C)C (centres undefined),0.0,-13,0.6,-13
O=c1nc(N/N=C/c2c[nH]c3ccccc23)cn[nH]1,-0.5,58*,-4.6,-7
COc1cccc(Nc2nc(C)nc3sc(C)c(C)c23)c1,0.0,0,1.0,-5
COC(CNc1cc(=O)oc2ccccc12)OC,-0.1,-2,1.7,-5

# Complete entries, quoted from the list. Order of values: FBW7 act, TEAD-YAP inh, GPR151 activ, MITF inh
# CCSc1sc(CC)cc1/C=N/NC(=O)c1ccncc1 in the list: -0.2, -3, 1.7, -3
# CC(C)COc1ccc(C(=O)Nc2ccc3oc(-c4ccc(N(C)C)cc4)nc3c2)cc1 in the list: -0.1, -11, 0.4, 0

# Compounds above that have a cyano group (3):
SMILES,FBW7 act,TEAD-YAP inh,GPR151 activ,MITF inh
N#CC1=C(N)Oc2c(sc3ccccc23)C1c1ccc(Br)o1 (centres undefined),0.0,3,0.2,11
N#CC/C(N)=N/c1sc2c(c1C#N)CCCC2,-1.0,8,-0.2,-9
COc1cc2cc(C#N)c(SCC(=O)Nc3ccc(C(C)=O)cc3)nc2cc1OC,0.1,3,0.6,41
